POLI inh = inhibitors of human DNA polymerase iota. Pol iota fluorescent replication assay, 10 min. Potency, µM (top dose mostly 115 µM), without a hit: at the highest dose activity, negative = inhibition, hits mostly inhibitors. hit rate 1% among 390,000
Target sequence (Q9UNA4 whole entry, looked up): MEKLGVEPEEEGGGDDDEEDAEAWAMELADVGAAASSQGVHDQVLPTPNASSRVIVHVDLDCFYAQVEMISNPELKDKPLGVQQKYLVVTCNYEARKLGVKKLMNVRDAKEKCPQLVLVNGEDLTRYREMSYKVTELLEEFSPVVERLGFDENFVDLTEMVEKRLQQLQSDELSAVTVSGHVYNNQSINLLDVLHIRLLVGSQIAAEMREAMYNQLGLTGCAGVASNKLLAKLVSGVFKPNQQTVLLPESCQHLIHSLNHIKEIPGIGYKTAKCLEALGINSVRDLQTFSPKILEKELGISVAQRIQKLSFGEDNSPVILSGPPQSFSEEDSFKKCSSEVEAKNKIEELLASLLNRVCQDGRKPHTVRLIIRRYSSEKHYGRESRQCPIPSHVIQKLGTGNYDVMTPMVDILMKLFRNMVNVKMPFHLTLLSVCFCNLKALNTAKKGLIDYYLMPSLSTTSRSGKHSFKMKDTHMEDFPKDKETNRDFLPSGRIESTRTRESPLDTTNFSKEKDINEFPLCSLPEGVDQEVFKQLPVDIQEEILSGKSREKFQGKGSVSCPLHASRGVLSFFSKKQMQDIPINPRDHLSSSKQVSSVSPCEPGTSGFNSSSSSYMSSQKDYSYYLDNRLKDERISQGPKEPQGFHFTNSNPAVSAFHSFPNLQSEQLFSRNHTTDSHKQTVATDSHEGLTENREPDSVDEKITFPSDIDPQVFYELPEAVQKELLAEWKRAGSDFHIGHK
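Pol iota at 10 nM preincubated 15 min with compounds at room temperature; reaction started with fluorescent substrate, 50 nM final. Fluorescence read kinetically at 0 and 10 min; buffer-only wells as negative control.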
JMJD2A Tudor = inhibitors of human JMJD2A Tudor domain; AlphaScreen JMJD2A-Tudor / H3K4me3 peptide binding; Potency, µM (series often up to 114 µM), inactives show at the highest dose activity change, negative = inhibition, hits mostly inhibitors; hit rate 4.4% among 390,000; further: on the % scale 0 is the no-effect control and ±100 the full control effect; nearly all actives have a fitted effect of over 50% in size
Pol kappa inh = DNA polymerase kappa (human) inhibition | hit rate 0.53% among 400,000 | purified Pol kappa, fluorescent DNA synthesis assay, 10 min | Potency, µM (series often up to 107 µM), inactives show at the top dose activity, negative = inhibition, most hits filed as inhibitors | Q9UBT6; further: on the % scale 0 is the no-effect control and ±100 the full control effect
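Enzyme at 10 nM met test compounds for 15 min at room temperature. Substrate addition (50 nM final) began the reaction, which was monitored by fluorescence at 0 and 10 min.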
Pol eta inh = inhibitors of human DNA polymerase eta. AID 588591. hit rate 1.2% among 390,000. Potency, µM (doses to about 114 µM), without a hit: at the top dose activity change, negative = inhibition, usual class: inhibitors. recombinant Pol eta, fluorescent DNA replication assay; further: on the % scale 0 is the no-effect control and ±100 the full control effect
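Pol eta at 10 nM preincubated with compounds 15 min at room temperature; reaction started with fluorescent substrate (50 nM final) and read kinetically at 0 and 10 min.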
BLM inh = Bloom syndrome helicase (human) inhibition; hit rate 0.2% among 350,000; AID 2528; Potency, µM (series often up to 56.1 µM), for the others: top-dose activity change, negative = inhibition, actives largely listed as inhibitors; recombinant BLM DNA unwinding, fluorescence dequenching; P54132;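 further: plate controls were vehicle for no effect and no enzyme for full effect; nearly all actives have a fitted effect of over 35% in size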
Pol beta inh = inhibitors of human DNA polymerase beta. Pol beta primer extension/strand displacement, fluorescence kinetic. Potency, µM (series often up to 114 µM), for the others: top-dose activity change, negative = inhibition, hits mostly inhibitors. P06746. hit rate 1.3% among 340,000; further: on the % scale 0 is the no-effect control and ±100 the full control effect
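Pol beta (10 nM) and compounds were preincubated 15 min at room temperature, then 50 nM substrate (final) started primer extension/strand displacement. Reads were taken at 0 and 10 min; concentration-response data were fitted to a four-parameter Hill equation.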
G9a inh = G9a (human) methyltransferase inhibition. Q96KQ7. G9a H3K9 monomethylation, AlphaScreen, 2 h. Potency, µM (doses to about 102 µM), without a hit: top-dose activity, negative = inhibition, usual class: inhibitors. hit rate 8.8% among 350,000. AID 504332; further: on the % scale 0 is the no-effect control and ±100 the full control effect; nearly all actives have a fitted effect of over 75% in size
Target sequence (Q96KQ7 913-1193 limits assumed): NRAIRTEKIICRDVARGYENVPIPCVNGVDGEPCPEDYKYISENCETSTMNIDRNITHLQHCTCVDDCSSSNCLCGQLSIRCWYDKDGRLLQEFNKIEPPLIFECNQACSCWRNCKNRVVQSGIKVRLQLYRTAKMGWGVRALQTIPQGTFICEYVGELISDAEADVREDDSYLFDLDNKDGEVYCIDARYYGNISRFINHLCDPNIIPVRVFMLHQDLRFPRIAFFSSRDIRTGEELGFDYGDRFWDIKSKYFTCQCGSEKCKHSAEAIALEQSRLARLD
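AlphaScreen detection with an anti-monomethyl H3K9 antibody quantified product after a 2 h room-temperature reaction containing 500 nM biotinylated H3K9 peptide, 20 µM SAM and 20 nM enzyme, which had been preincubated 15 min with compound.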
BAZ2B inh = inhibitors of human BAZ2B bromodomain; hit rate 4.4% among 360,000; AlphaScreen BAZ2B-H3K14Ac peptide displacement; Potency, µM (top dose mostly 114 µM), for the others: at the highest dose activity change, negative = inhibition, usual class: inhibitors; Q9UIF8; AID 504333; further: on the % scale 0 is the no-effect control and ±100 the full control effect; nearly all actives have a fitted effect of over 60% in size
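AlphaScreen displacement: compounds (up to 110uM) incubated 30 min at room temperature with a preformed 50 nM BAZ2B/50 nM biotinylated H3K14Ac peptide complex in PBS pH 7.4 with Tween-20. Donor and acceptor beads at 10 ug/mL final added, 20 min light-protected before reading.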
APEX1 inh = blocks human APE1 abasic DNA cleavage; AID 2517; Potency, µM (top dose mostly 65.8 µM), inactives show at the top dose activity change, negative = inhibition, usual class: inhibitors; recombinant APE1, TAMRA/BHQ-2 abasic DNA cleavage fluorescence; P27695; hit rate 0.35% among 350,000;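 further: plate controls were vehicle for no effect and reference inhibitor for full effect; nearly all actives have a fitted effect of over 55% in size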
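Readout is kinetic fluorescence (ex 525, em 598 nm) from cleavage of 50 nM TAMRA/BHQ-2 THF abasic duplex by 0.75 nM APE1, compound added 15 min beforehand at RT.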
Active calls of the source: *; ? = inconclusive; . = not tested or not shown; [ ] = another dose, or the depositor's remark. The call rests on the fitted dose curve; in most records, active means well fitted curve in the direction sought with a large enough effect; inconclusive means small, poorly fitted or top-dose-only effect, or another doubt; inactive means no such curve, though single readings can be large; an effect the other way counts as inactive or inconclusive. Potency means the concentration at half of the fitted maximal effect. A portion of the library; count on the stated rates, not on these rows.

SMILES | POLI inh | JMJD2A Tudor | Pol kappa inh | Pol eta inh | BLM inh | Pol beta inh | G9a inh | BAZ2B inh | APEX1 inh
Clc1ccccc1CNCc1ccncc1 | -11% | -10% | 14% | -13% | -1% | 0% | -7% | -8% | 7%
COc1ccc(N2CCN(S(=O)(=O)c3ccc(F)c(C(=O)Nc4ccccc4Cl)c3)CC2)cc1 | 31%[activator] | -16% | -5%[60.1 µM] | -8% | -3% | -11% | 6%[59 µM] | -2% | .
Cc1c(CC(=O)N2CCCCC2)c(=O)oc2c(C)c3occ(C(C)(C)C)c3cc12 | 14% | -17% | -9% | -12% | 0% | 1% | 1%[59 µM] | 3% | .
COCCN(CCOC)C(=O)c1sc2nc(-c3ccccc3)cn2c1C | 9% | 1% | -8% | -6% | -1% | -4% | -35%[59 µM] | 5% | -2%
CN(CC(=O)NC(=O)Nc1ccccc1F)Cc1ccccc1F | 9% | 13% | -7% | ? | . | . | . | . | -12%
CCOC(=O)C1(Cc2ccccc2)CCCN(Cc2cnn(CC)c2)C1 (stereo unspecified) | 31%[activator] | 4% | 0% | 0% | -2% | 4% | -3% | -2% | 10%
Cc1ccc(NC(=O)CN(C)C(=O)Cc2c[nH]c3ccccc23)cc1 | -1% | -12% | -8% | -19% | . | . | . | . | 21%
C=CCn1c(-c2cccc(Cl)c2)n[nH]c1=S | 6% | 10µM* | -2% | -12% | -1% | 31% | 2.8µM* | 5% | 0%
Nc1ccc(C(=O)NNC(=O)C2COc3ccccc3O2)cc1[N+](=O)[O-] (stereo unspecified) | 87%[activator] | -12% | -30% | -1% | . | . | -10% | -37% | -17%
O=C1C=CC(=O)c2c(O)c(N3CCN(CCO)CC3)c(Cl)c(O)c21 | 5.6µM* | 50µM* | 22µM* | 1.8µM* | . | . | . | . | .
COc1ccc(Nc2ncnc3c2nc2n3CCCCC2)cc1 | -12% | -11% | -3% | -23% | 2% | -23% | -22%[59 µM] | -3% | .
CCOc1ccc2ccccc2c1/C=N\NC(=O)c1ccc([N+](=O)[O-])cc1 | 92%[activator] | -8% | -10% | 2% | -10% | 16% | -15%[0.501 µM] | 4% | 20%
COC(=O)c1ccc(NCc2cc(O)ccc2O)cc1 | 22% | 5.6µM* | -18% | ? | . | . | . | . | .
COc1ccc(OC(=O)c2cc3ccccc3o2)cc1 | 21% | 112%[activator] | -16% | -12% | -1% | 31% | 34%[59 µM] | 78%[activator] | 13%
COc1ccc2cc(C(C)C(=O)NC3CCC(O)CC3)ccc2c1 (stereo unspecified) | 45%[activator] | 7% | -2% | -15% | 1% | 6% | 73%[activator] | 3% | -5%
O=c1c2c(n3cnnc3n1C1CCCCC1)-c1ccccc1CC21CCCCC1 | -21% | -11% | -9% | -5% | -3% | -21% | 21%[59 µM] | 8% | 4%
CCCCNS(=O)(=O)CCNCc1ccc(OC)cc1 | 24% | -27% | -2% | -12% | . | . | . | . | 4%
CCN(CC)S(=O)(=O)c1ccc(-c2nnc(SCC(=O)N3c4ccccc4CC3C)o2)cc1 (stereo unspecified) | -9% | -10% | 1% | -10% | 1% | 16% | -36%[59 µM] | 29% | 1%
O=C(NC1CC1)c1ccc(NS(=O)(=O)c2ccccc2)cc1 | 1% | 2% | -2% | -9% | -3% | 18% | 13% | 1% | 62%[activator]
Cc1csc(NC(=O)CSc2nccn2C)n1 | ? | -11% | -24% | 1% | -3% | 7% | . | -11% | 16%
CCCC1c2ccc(C)n2CCN1C(=O)Nc1ccccc1Cl (stereo unspecified) | 7% | -26% | -3% | -16% | 1% | 15% | -10%[59 µM] | -6% | -7%
O=C(O)CCNC1C=CS(=O)(=O)C1 (stereo unspecified) | ? | 6% | -5% | -12% | 1% | -1% | -5% | 3% | 0%
CN(C)c1ccc(/C=c2/sc3n(c2=O)NC2(c4ccccc4)N(C)C(=O)N(C)C2(c2ccccc2)N=3)cc1 (stereo unspecified) | . | . | . | . | 4% | 15% | -6% | 0% | 5%
Fc1ccc(-c2csc(-c3nc(-c4ccc(Br)s4)cs3)n2)cc1 | 4% | 0% | -3% | -18% | -2% | -7% | -1%[59 µM] | 4% | .
O=C(OCC1CCCO1)c1ccc2c(c1)N(Cc1ccc(F)cc1)C(=O)c1ccccc1S2(=O)=O (stereo unspecified) | 15% | -5% | -12% | -20% | -7% | 5% | -4%[59 µM] | 0% | .
O=C(COC(=O)c1cccs1)NCC1CCCO1 (stereo unspecified) | -4% | -6% | -5% | 1% | -1% | 31% | 21% | 18% | -4%
O=C(Nc1nc2ccccc2[nH]1)C1CCN(S(=O)(=O)c2cccs2)CC1 | 6% | 0% | -10% | -7% | -4% | 23% | 7%[59 µM] | 0% | 3%
COC(=O)[C@H](CCSC)NC(=O)NCc1ccccc1F | 23% | -20% | 18% | -5% | -4% | 11% | 31%[activator] | 7% | 3%
Nn1c(SCc2cccc(F)c2)nnc1-c1ccncc1 | -18% | -13% | -1% | 5% | 4% | -3% | -13%[12.7 µM] | -3% | 3%
CCc1cccc(NC(=O)Cn2c(=O)c3cccn3c3ccccc32)c1 | -31% | -7% | -11% | 2% | -1% | 1% | . | -4% | -2%

Exported comma-delimited: ten of the compounds above
SMILES,POLI inh,JMJD2A Tudor,Pol kappa inh,Pol eta inh,BLM inh,Pol beta inh,G9a inh,BAZ2B inh,APEX1 inh
CCCC1c2ccc(C)n2CCN1C(=O)Nc1ccccc1Cl (stereo unspecified),7%,-26%,-3%,-16%,1%,15%,-10%[59 µM],-6%,-7%
O=C(O)CCNC1C=CS(=O)(=O)C1 (stereo unspecified),?,6%,-5%,-12%,1%,-1%,-5%,3%,0%
CN(C)c1ccc(/C=c2/sc3n(c2=O)NC2(c4ccccc4)N(C)C(=O)N(C)C2(c2ccccc2)N=3)cc1 (stereo unspecified),.,.,.,.,4%,15%,-6%,0%,5%
Fc1ccc(-c2csc(-c3nc(-c4ccc(Br)s4)cs3)n2)cc1,4%,0%,-3%,-18%,-2%,-7%,-1%[59 µM],4%,.
O=C(OCC1CCCO1)c1ccc2c(c1)N(Cc1ccc(F)cc1)C(=O)c1ccccc1S2(=O)=O (stereo unspecified),15%,-5%,-12%,-20%,-7%,5%,-4%[59 µM],0%,.
O=C(COC(=O)c1cccs1)NCC1CCCO1 (stereo unspecified),-4%,-6%,-5%,1%,-1%,31%,21%,18%,-4%
O=C(Nc1nc2ccccc2[nH]1)C1CCN(S(=O)(=O)c2cccs2)CC1,6%,0%,-10%,-7%,-4%,23%,7%[59 µM],0%,3%
COC(=O)[C@H](CCSC)NC(=O)NCc1ccccc1F,23%,-20%,18%,-5%,-4%,11%,31%[activator],7%,3%
Nn1c(SCc2cccc(F)c2)nnc1-c1ccncc1,-18%,-13%,-1%,5%,4%,-3%,-13%[12.7 µM],-3%,3%
CCc1cccc(NC(=O)Cn2c(=O)c3cccn3c3ccccc32)c1,-31%,-7%,-11%,2%,-1%,1%,.,-4%,-2%

(further entries)
SMILES | POLI inh | JMJD2A Tudor | Pol kappa inh | Pol eta inh | BLM inh | Pol beta inh | G9a inh | BAZ2B inh | APEX1 inh
O/N=C/c1cccc[n+]1CCCCCC[n+]1ccccc1/C=N/O | 185%[activator] | -12% | -2% | -18% | 1% | -2% | . | 2% | 3%
CCN(CC)C(=O)[C@H]1C[C@H](CC(=O)NCC23CC4CC(CC(C4)C2)C3)C(=O)N2CCc3c([nH]c4cc(CCC(=O)N(C)C)ccc34)[C@]12C | 32%[activator] | -36% | 2% | -10% | . | . | . | . | -4%
Cc1cn(COC/C=C/c2ccccc2)c(=O)[nH]c1=O | 0% | -8% | 1% | -7% | -2% | 7% | ? | 3% | 3%
COc1ccc(C)cc1Nc1nnc(C)c(=O)[nH]1 | -16% | -11% | -25% | -18% | -3% | -12% | -2% | -37% | 2%
O=C(COc1ccccc1Cl)NNC(=O)Cn1[nH]c(=O)c2ccccc2c1=O | 36%[activator] | -7% | -1% | -25% | . | . | 0%[2.33 µM] | -7% | 9%
CN1CCN(C(=O)c2cc3cc(F)ccc3[nH]2)CC1 | 36%[activator] | -15% | 14% | -3% | -1% | 15% | ? | -14% | 14%
COc1ccc(CN2CCN(CCC(C)C)C(CCO)C2)cc1Cn1cccn1 (stereo unspecified) | 7% | -11% | -9% | -23% | -4% | 1% | 15% | -15% | -2%
C=CCc1ccccc1OCCSc1nc(-c2ccc(C(C)(C)C)cc2)nc2cc(=O)[nH]n12 | ? | -14% | -32% | ? | -21% | 40µM* | 2%[59 µM] | -32% | .
Cc1ccc(NC(=O)c2cc(Cl)ccc2[N+](=O)[O-])cc1C | 6% | ? | -16% | -26% | -16% | 0% | -51%[59 µM] | ? | 1%
COc1ccc(C(CC(=O)c2ccccc2)S(=O)(=O)c2ccc(C)cc2)cc1 (stereo unspecified) | 11% | -1% | -12% | -15% | -1% | 2% | 2%[59 µM] | 7% | -5%
CCN(CC)c1ccc(S(=O)(=O)N2CCOCC2)cc1NC(=O)COC(=O)COc1ccccc1C | 15% | -14% | -9% | -2% | -7% | 20% | . | -5% | -11%
COC(=O)CSc1nnc(-c2cccnc2)n1C | 7% | -1% | -4% | 3% | -10% | 15% | 6% | -7% | 0%

Part of the list above in order of length of the SMILES, ascending:
SMILES | POLI inh | JMJD2A Tudor | Pol kappa inh | Pol eta inh | BLM inh | Pol beta inh | G9a inh | BAZ2B inh | APEX1 inh
CN1CCN(C(=O)c2cc3cc(F)ccc3[nH]2)CC1 | 36%[activator] | -15% | 14% | -3% | -1% | 15% | ? | -14% | 14%
O/N=C/c1cccc[n+]1CCCCCC[n+]1ccccc1/C=N/O | 185%[activator] | -12% | -2% | -18% | 1% | -2% | . | 2% | 3%
COc1ccc(C(CC(=O)c2ccccc2)S(=O)(=O)c2ccc(C)cc2)cc1 (stereo unspecified) | 11% | -1% | -12% | -15% | -1% | 2% | 2%[59 µM] | 7% | -5%

Source: PubChem BioAssay
